Screening results as filed in PubChem.
NFkB transloc pot = enhances IL-1B driven NFkB nuclear translocation | 94,000 compounds, 0.3% hits | HUVEC IL-1B NFkB p65 nuclear translocation imaging | activation, % at 2 µM | AID 819;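 active = activation above 40%, about the mean plus 3 SD, also judged a hit on visual image review; inconclusive = activation above 40% but not a hit on visual review; inactive = activation not above 40% and no visual hit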;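 note: percent activation is computed from the nuclear over cytoplasmic p65 intensity ratio; values of inactives mirror those of a sister screen read the other way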
NFkB transloc inh = blocks IL-1B driven NFkB nuclear translocation in HUVEC cells | HUVEC IL-1B NFkB p65 nuclear translocation imaging | inhibition, % at 2 µM | 94,000 compounds, 0.43% hits;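 active = inhibition above about 30% together with a positive call from visual inspection of the well image, limit read from the data; inconclusive = inhibition above a set limit but visual check negative; inactive = inhibition not above a set limit, visual check negative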;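 note: nuclear over cytoplasmic p65 intensity ratio measured by imaging; 0% = IL-1B stimulated DMSO wells and 100% = unstimulated DMSO wells; values of inactives mirror those of a sister screen read the other way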
PLAP inhibitors HTS = inhibition of human placental alkaline phosphatase – biochemical, luminescence, HTS (AID 690) | purified PLAP, luminescent substrate; higher % means a stronger effect | inhibition, % at 20 µM, or IC50 in µM where a hit was titrated | 96,000 compounds, 0.08% hits; in the data active = a potency from the dose series; inactive = the rest, 99 in 100 with inhibition below about 30%; note: strong numbers were not always called active
MRP resist rev = reverses drug resistance mediated by MRP; differential viability (reversal), % at 10 µM; H69AR cells + 2 uM doxorubicin, CellTiter-Glo, 72 h; 85,000 compounds, 0.04% hits;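 active = viability drop by adding the cancer drug above about 55%, with treated viability meeting a 40% cutoff, limit read from the data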;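 note: viability without doxorubicin minus viability with 2 µM doxorubicin for each compound; larger differential means the compound sensitizes cells more to doxorubicin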
Bcl-B displacement = displacers of TR3 peptide from Bcl-B, primary screen, selectivity assay for Bfl-1 inhibitor project, biochemical, fluorescence polarization; FP displacement of FITC-TR3 peptide from Bcl-B; higher % means a stronger effect; displacement, % at 20 µM, or IC50 in µM where a hit was titrated; 96,000 compounds, 0.11% hits;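 active = displacement above 50% at 20 µM plus a fluorescence interference ratio under 1.5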;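 note: plate controls were wells without compound for no effect and wells lacking Bcl-B protein for full effect; a part of the inactive calls stands beside numbers as strong as those of hits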
MRP resist rev cytotoxicity = further read-out of MRP resist rev, marked with its call; viability, %; H69AR cells, CellTiter-Glo, 72 h; measured here: cytotoxicity without doxorubicin
MRP resist rev with doxorubicin = further read-out of MRP resist rev, marked with its call; viability, %; measured here: viability with 2 uM doxorubicin; active compounds read low
NFkB transloc inh cell count 2 µM = further read-out of NFkB transloc inh, marked with its call; cell count; measured here: cells passing quality filter;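 raw number of nuclei counted in each imaged well without normalization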
NFkB transloc pot cell count 2 µM = recorded beside NFkB transloc pot, whose call it bears; cell count; measured here: cells passing quality filter
Numbers without * were called inactive; ? = inconclusive; · = no result given. These rows are one share of the data; count on the stated rates, not on these rows.

| # | smiles | NFkB transloc pot | NFkB transloc pot cell count 2 µM | NFkB transloc inh | NFkB transloc inh cell count 2 µM | PLAP inhibitors HTS | MRP resist rev | MRP resist rev cytotoxicity | MRP resist rev with doxorubicin | Bcl-B displacement |
| --- | --- | --- | --- | --- | --- | --- | --- | --- | --- | --- |
| 1 | Cc1cc2nc(C)n(CCCNC(=O)Nc3cccc4ccccc34)c2cc1C | -13 | 141 | 13 | 141 | -266% | 13 | 100 | 87 | -87% |
| 2 | COC(=O)c1cc(NCc2c(F)cccc2Cl)ccc1N1CCOCC1 | · | · | · | · | -43% | · | · | · | -12% |
| 3 | O=C(N/C=C/c1ccccc1)Nc1ccc(Cl)cc1 | 6 | 169 | -6 | 169 | 2% | · | · | · | 28% |
| 4 | O=C(Nc1ccc2c(c1)OCCO2)C1CCCN(c2ncccn2)C1 (configuration not stated) | 6 | 114 | -6 | 114 | 4% | · | · | · | 7% |
| 5 | CCc1ccc(S(=O)(=O)NCCc2cn3ccccc3n2)s1 | ? | · | -94 | 172 | -85% | 10 | 99 | 90 | -11% |
| 6 | CC(C)(Oc1ccc(-c2ccco2)cc1)C(=O)O | · | · | · | · | -14% | -6 | 88 | 94 | -1% |
| 7 | CC(=O)NCCc1nc2ccccc2[nH]1 | -6 | 53 | 6 | 53 | · | -17 | 89 | 106 | · |
| 8 | CC1CCCCC1NC(=O)COC(=O)c1ccccn1 (configuration not stated) | 1 | 167 | -2 | 167 | 3% | 7 | 91 | 84 | 1% |
| 9 | O=C(Cn1cnc2c(nnn2Cc2ccccc2F)c1=O)N1CCN(c2ccccc2)CC1 | -1 | 128 | 1 | 128 | · | 10 | 98 | 88 | · |
| 10 | Cc1ccc(OCCNC(=O)C2CC(=O)N(c3ccc(C)cc3)C2)cc1 (configuration not stated) | 4 | 112 | -4 | 112 | 7% | -4 | 88 | 92 | -5% |
| 11 | CCCc1nc2n[nH]c(N)c2c2c1CCC2 | · | · | · | · | -15% | 18 | 100 | 82 | 0% |
| 12 | C=CCSc1nc2c(c(=O)n(C)c(=O)n2C)n1CC | 9 | 179 | -9 | 179 | 12% | 5 | 87 | 83 | -3% |
| 13 | O=C1CCCC2=C1C(c1cccs1)n1nc(SCc3ccccc3F)nc1N2 (configuration not stated) | -2 | 140 | 2 | 140 | · | 34 | 63 | 29 | · |
| 14 | OC(CCN1CCOCC1)(c1ccc(Cl)cc1)C1CCCCC1 (configuration not stated) | 2 | 149 | -2 | 149 | -54% | -11 | 75 | 86 | -7% |
| 15 | CCS(=O)(=O)N1CCC(C(=O)NCCc2ccc(OC)c(OC)c2)CC1 | ? | · | -40 | 124 | -5% | 18 | 100 | 82 | 2% |
| 16 | O=C(CN(Cc1ccccc1F)C(=O)c1ccco1)NCc1ccc(F)cc1 | -6 | 85 | 6 | 85 | 6% | 20 | 102 | 82 | 1% |
| 17 | CCOc1ccccc1N(CC(=O)N1CCOCC1)S(=O)(=O)c1ccc(SC)cc1 | -1 | 121 | 0 | 121 | -24% | 3 | 75 | 72 | -2% |
| 18 | O=C(Nc1ccc(SC(F)F)cc1)c1cccc2nc3ccccc3nc12 | -8 | 148 | 8 | 148 | -4% | -4 | 10 | 14 | 4% |
| 19 | CC(=O)OCc1cc2cc(C)ccc2[nH]c1=O | 22 | 119 | -22 | 119 | -1% | 8 | 94 | 86 | -16% |
| 20 | COCCCNC(=O)CC(NS(=O)(=O)c1ccc(Cl)cc1)c1ccco1 (configuration not stated) | 6 | 126 | -6 | 126 | -6% | 11 | 106 | 95 | -6% |
| 21 | Oc1ccccc1/C=N/NC1=NCCCCC1 | 3 | 190 | -3 | 190 | 9% | -2 | 87 | 90 | -4% |
| 22 | C=C(C)COc1ccc(-c2n[nH]c(C)c2-c2ccc(Br)cc2)c(O)c1 | 5 | 150 | -5 | 150 | -25% | -33 | 7 | 39 | -11% |
| 23 | Clc1ccc(CON/C=N/c2ncnc3sccc23)cc1 | -8 | 115 | 8 | 115 | 14% | · | · | · | 2% |
| 24 | O=C(CCN1CCc2ccccc2C1)Nc1ccc(F)cc1 | 10 | 111 | -10 | 111 | 8% | 17 | 94 | 77 | 1% |
| 25 | COc1ccc(-c2noc(CCC(=O)N3CCN(Cc4ccccc4)CC3)n2)cc1 | 14 | 62 | -14 | 62 | -55% | 22 | 100 | 78 | -2% |
| 26 | CCOc1ccc(N2C(=O)CSC2c2ccncc2)cc1 (configuration not stated) | 14 | 162 | -14 | 162 | · | · | · | · | · |
| 27 | CC(=O)OCC(OC(C)=O)C(OC(C)=O)C(OC(C)=O)C(=O)Nc1ccc(C)cc1 (configuration not stated) | 5 | 209 | -5 | 209 | -27% | -2 | 97 | 99 | 11% |
| 28 | O=C(CCCl)Nc1cc(SCCO)cc([N+](=O)[O-])c1 | -12 | 195 | 12 | 195 | -2% | · | · | · | 3% |
| 29 | Cc1cc(C)nc(N/N=C/C(Cl)=C/c2ccccc2)n1 | -4 | 184 | 4 | 184 | 26% | · | · | · | 9% |
| 30 | Cc1nnc(SCC(=O)NCc2ccc3c(c2)OCO3)[nH]c1=O | · | · | · | · | -25% | 11 | 101 | 90 | 2% |

Filtered by structure, the entries above with an aryl thioether with sulfur outside any ring (6)
| # | smiles | NFkB transloc pot | NFkB transloc pot cell count 2 µM | NFkB transloc inh | NFkB transloc inh cell count 2 µM | PLAP inhibitors HTS | MRP resist rev | MRP resist rev cytotoxicity | MRP resist rev with doxorubicin | Bcl-B displacement |
| --- | --- | --- | --- | --- | --- | --- | --- | --- | --- | --- |
| 12 | C=CCSc1nc2c(c(=O)n(C)c(=O)n2C)n1CC | 9 | 179 | -9 | 179 | 12% | 5 | 87 | 83 | -3% |
| 13 | O=C1CCCC2=C1C(c1cccs1)n1nc(SCc3ccccc3F)nc1N2 (configuration not stated) | -2 | 140 | 2 | 140 | · | 34 | 63 | 29 | · |
| 17 | CCOc1ccccc1N(CC(=O)N1CCOCC1)S(=O)(=O)c1ccc(SC)cc1 | -1 | 121 | 0 | 121 | -24% | 3 | 75 | 72 | -2% |
| 18 | O=C(Nc1ccc(SC(F)F)cc1)c1cccc2nc3ccccc3nc12 | -8 | 148 | 8 | 148 | -4% | -4 | 10 | 14 | 4% |
| 28 | O=C(CCCl)Nc1cc(SCCO)cc([N+](=O)[O-])c1 | -12 | 195 | 12 | 195 | -2% | · | · | · | 3% |
| 30 | Cc1nnc(SCC(=O)NCc2ccc3c(c2)OCO3)[nH]c1=O | · | · | · | · | -25% | 11 | 101 | 90 | 2% |

Next section.
| # | smiles | NFkB transloc pot | NFkB transloc pot cell count 2 µM | NFkB transloc inh | NFkB transloc inh cell count 2 µM | PLAP inhibitors HTS | MRP resist rev | MRP resist rev cytotoxicity | MRP resist rev with doxorubicin | Bcl-B displacement |
| --- | --- | --- | --- | --- | --- | --- | --- | --- | --- | --- |
| 31 | O=C(Nc1cccc(C(F)(F)F)c1)/C(=C/c1ccco1)NC(=O)c1cccs1 | 4 | 113 | -4 | 113 | 13% | · | · | · | -4% |
| 32 | COc1cc(NC(=O)Nc2ccccc2OC)c(OC)cc1NC(=O)CN1CCCCC1 | 12 | 160 | -12 | 160 | -18% | -14 | 44 | 59 | -10% |
| 33 | Cc1cc2c(cc1C)C(=O)NC(C)(C)C2 | 3 | 163 | -3 | 163 | -2% | 13 | 105 | 92 | -1% |
| 34 | Cc1nc(N2CCCC2)c2ccsc2n1 | -3 | 102 | 3 | 102 | 6% | -5 | 91 | 96 | -1% |
| 35 | CCc1nc(Sc2nc(C)cc(C)n2)c2oc3ccccc3c2n1 | 6 | 130 | -6 | 130 | -75% | -16 | 5 | 22 | -24% |
| 36 | COC(=O)c1nc2n(n1)C(c1cccc(Cl)c1)C1=C(CCCC1=O)N2 (configuration not stated) | -10 | 204 | 10 | 204 | 15% | -1 | 90 | 91 | -3% |
| 37 | O=C(CN1CCCCCC1)Nc1ccccc1F | -6 | 163 | 6 | 163 | -7% | 17 | 101 | 84 | 3% |
| 38 | CCCC(=O)Nc1c(C)n[nH]c1C | 6 | 126 | -6 | 126 | 2% | · | · | · | 2% |
| 39 | CN(C)CC(=O)c1c[nH]c2ccccc12 | 6 | 159 | -6 | 159 | 17% | -11 | 91 | 102 | -11% |
| 40 | CCN(CC)C(=O)CSc1nc2cccnc2n1-c1ccccc1OC | 0 | 95 | 0 | 95 | -48% | 7 | 98 | 92 | 17% |
| 41 | Cc1cc2c(cc(C(=O)OC(C(=O)NCc3ccco3)C(C)C)n2C)o1 (configuration not stated) | -1 | 133 | 1 | 133 | -4% | 3 | 95 | 92 | 6% |
| 42 | Cn1c(=O)c(C(=O)Nc2cnccn2)c(O)c2ccccc21 | · | · | · | · | 3% | -1 | 1 | 1 | -4% |
| 43 | Oc1ccccc1C1=Nc2ccccc2N=C(c2ccco2)C1 | 11 | 157 | -11 | 157 | 4% | · | · | · | 7% |
| 44 | Cc1ccc2c(CC(=O)OCc3cc(=O)n4c(n3)sc3ccccc34)coc2c1 | 1 | 133 | -1 | 133 | 1% | · | · | · | 1% |
| 45 | CCSc1nc(C)cc(Oc2ccc(=O)n(C)n2)n1 | -2 | 139 | 2 | 139 | 6% | 3 | 79 | 76 | 2% |

Ordered by heavy-atom count (rising): part of the list above.
| # | smiles | NFkB transloc pot | NFkB transloc pot cell count 2 µM | NFkB transloc inh | NFkB transloc inh cell count 2 µM | PLAP inhibitors HTS | MRP resist rev | MRP resist rev cytotoxicity | MRP resist rev with doxorubicin | Bcl-B displacement |
| --- | --- | --- | --- | --- | --- | --- | --- | --- | --- | --- |
| 33 | Cc1cc2c(cc1C)C(=O)NC(C)(C)C2 | 3 | 163 | -3 | 163 | -2% | 13 | 105 | 92 | -1% |
| 37 | O=C(CN1CCCCCC1)Nc1ccccc1F | -6 | 163 | 6 | 163 | -7% | 17 | 101 | 84 | 3% |
| 45 | CCSc1nc(C)cc(Oc2ccc(=O)n(C)n2)n1 | -2 | 139 | 2 | 139 | 6% | 3 | 79 | 76 | 2% |

Entries by screen from above.
Entries 36 to 42 in MRP resist rev: -1, 17, ·, -11, 7, 3, -1

The list goes on.
| # | smiles | NFkB transloc pot | NFkB transloc pot cell count 2 µM | NFkB transloc inh | NFkB transloc inh cell count 2 µM | PLAP inhibitors HTS | MRP resist rev | MRP resist rev cytotoxicity | MRP resist rev with doxorubicin | Bcl-B displacement |
| --- | --- | --- | --- | --- | --- | --- | --- | --- | --- | --- |
| 46 | Cc1ccc2nc(N/N=C/c3ccccc3C#N)nc(-c3ccccc3)c2c1 | 10 | 124 | -10 | 124 | -6% | · | · | · | 0% |
| 47 | CCOc1ccccc1CNc1ccc(N2CCOCC2)c(C(=O)O)c1 | 3 | 149 | -4 | 149 | -12% | 7 | 95 | 88 | 16% |
| 48 | CC1(C)CC(=O)C(C=Nc2ccccc2)=C(O)C1 | -1 | 89 | 1 | 89 | -12% | -8 | 83 | 91 | 0% |
| 49 | CC1CCc2c(nc3ncnn3c2N2CC(C)OC(C)C2)C1 (configuration not stated) | -6 | 180 | 6 | 180 | -14% | 1 | 83 | 82 | -20% |
| 50 | Cn1c(CCNC(=O)c2ccco2)nc2cc(NC(=O)C3CCCCC3)ccc21 | -6 | 175 | 6 | 175 | · | -11 | 72 | 83 | · |
| 51 | CCCc1nnc(NC(=O)c2cc3ccccc3oc2=O)s1 | 17 | 51 | -17 | 51 | -29% | 4 | 96 | 92 | 0% |

Pulled by compound from the entries so far, three records:
| # | smiles | NFkB transloc pot | NFkB transloc pot cell count 2 µM | NFkB transloc inh | NFkB transloc inh cell count 2 µM | PLAP inhibitors HTS | MRP resist rev | MRP resist rev cytotoxicity | MRP resist rev with doxorubicin | Bcl-B displacement |
| --- | --- | --- | --- | --- | --- | --- | --- | --- | --- | --- |
| 49 | CC1CCc2c(nc3ncnn3c2N2CC(C)OC(C)C2)C1 (configuration not stated) | -6 | 180 | 6 | 180 | -14% | 1 | 83 | 82 | -20% |
| 48 | CC1(C)CC(=O)C(C=Nc2ccccc2)=C(O)C1 | -1 | 89 | 1 | 89 | -12% | -8 | 83 | 91 | 0% |
| 50 | Cn1c(CCNC(=O)c2ccco2)nc2cc(NC(=O)C3CCCCC3)ccc21 | -6 | 175 | 6 | 175 | · | -11 | 72 | 83 | · |
